Efflux pump mplx = inhibitors of Candida efflux pumps in yeast, primary screen, S. cerevisiae, Nile Red, multiplex | S. cerevisiae Candida pump triplex | inhibition, % at 10 µM | 330,000 compounds, 0.44% hits;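 active means plate passing quality check with inhibition over a set limit, or well fluorescence over plate mean plus 4 SD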;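 further: Nile Red retained in pooled yeast measured as flow cytometry median fluorescence; 0% = buffer negative control and 100% = Enniatin B positive control; higher means more Nile Red kept so more efflux inhibition; some compounds called inactive have numbers as strong as hits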
EBNA-1 inhibitor = EBNA-1 DNA-binding inhibitors, primary screen, biochemical, fluorescence polarization; inhibition, % at 14.8 µM; 300,000 compounds, 0.34% hits; AID 1950, 2009; in the data active means inhibition above about 28%
PP5 inh = PP5 phosphatase inhibitors, primary screen, biochemical, fluorescence; inhibition, % at 6.7 µM; 320,000 compounds, 0.18% hits; AID 1987, 2009; purified PP5c, OMFP substrate fluorescence; Serine/threonine-protein phosphatase 5 (Homo sapiens), P53041;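 active means inhibition above the campaign's mean inhibition across all tested compounds plus 3 SD, cut at about 9.5% in these data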;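 further: 0% = DMSO only and 100% = 100 µM cantharidin control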
Target sequence (P53041 whole entry, looked up): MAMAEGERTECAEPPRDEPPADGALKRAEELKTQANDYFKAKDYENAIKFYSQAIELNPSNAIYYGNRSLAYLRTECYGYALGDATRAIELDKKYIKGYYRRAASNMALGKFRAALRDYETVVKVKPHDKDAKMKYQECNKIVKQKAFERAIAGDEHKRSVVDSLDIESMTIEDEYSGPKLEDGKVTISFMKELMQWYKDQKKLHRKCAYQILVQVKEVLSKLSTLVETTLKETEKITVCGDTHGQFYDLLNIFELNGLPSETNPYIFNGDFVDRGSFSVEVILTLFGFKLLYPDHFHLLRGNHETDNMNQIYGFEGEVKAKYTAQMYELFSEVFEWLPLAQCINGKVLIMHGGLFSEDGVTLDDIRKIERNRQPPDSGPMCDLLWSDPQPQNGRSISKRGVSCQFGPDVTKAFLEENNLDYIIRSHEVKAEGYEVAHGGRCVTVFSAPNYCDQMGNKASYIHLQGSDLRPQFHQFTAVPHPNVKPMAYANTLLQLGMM
core dimer inh = inhibitors of HCV core protein dimerization, primary screen, biochemical, TR-FRET, high-throughput. TR-FRET GST/Flag-core106 dimerization, 1536-well. inhibition, % at 5 µM. 300,000 compounds, 0.33% hits. AID 1899, 2009;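 active means inhibition above the mean of all tested compounds plus 3 SD, set per screening campaign, cut at about 45% in these data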
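Test system: GST/Flag-tagged HCV core106 proteins; Medium: KF-containing HEPES buffer, pH 7.45, DTT, CHAPS, BSA; Times: compound-protein-antibody incubation 4 h at 22.5 °C; Detection: TR-FRET 671 and 617 nm emission; Benchmarks: wells lacking GST-core106 and wells with excess unlabelled core106.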
CTSL1 counter = Fasciola hepatica cathepsin L1 inhibitors, primary screen, counter-screen for PFM18AAP inhibitor project, biochemical, QFRET, fluorogenic peptide substrate; recombinant F. hepatica cathepsin L1, Z-Leu-Arg-MCA fluorescence; inhibition, % at 5.96 µM; 300,000 compounds, 0.49% hits;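 active means inhibition above the mean of all tested compounds plus 3 SD, set per screening campaign, cut at about 17% in these data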;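 further: 0% = plate median of test compound wells and 100% = 1 µM Z-Phe-Ala-diazomethylketone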
PREPL inh = PREPL enzyme inhibitors, primary screen, biochemical, fluorescence polarization; Prolyl endopeptidase-like (Homo sapiens), Q4J6C6; recombinant PREPL, fluorescence polarization activity-based probe; inhibition, % at 5.96 µM; 320,000 compounds, 0.68% hits; in the data active means inhibition above about 43%;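 further: 0% = enzyme with DMSO and 100% = wells lacking enzyme; many of its hits are not listed in these tables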
TPT1 inhibitor = Candida albicans TPT1 enzyme inhibitors, primary screen, biochemical, fluorescence polarization; tRNA 2'-phosphotransferase TPT1 (Candida albicans SC5314); recombinant caTPT1, FP RNA substrate dephosphorylation; inhibition, % at 5 µM; 300,000 compounds, 0.81% hits; AID 1962, 2009;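 active means inhibition above the mean of all tested compounds plus 3 SD, set per screening campaign, cut at about 24% in these data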;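 further: plate controls were DMSO alone for no effect and ferristatin control at 100 nM for full effect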
PP1 inh = PP1-alpha phosphatase inhibitors, primary screen, counter-screen for PP5 inhibitor project, biochemical, fluorescence, OMFP substrate, single point | 320,000 compounds, 0.9% hits | purified PP1alpha | inhibition, % at 6.7 µM | Serine/threonine-protein phosphatase PP1-alpha catalytic subunit (Homo sapiens), P62136;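 active means inhibition above the mean inhibition of all tested compounds plus 3 SD, computed separately for each screening campaign, cut at about 15% in these data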
Target sequence (P62136 whole entry, looked up): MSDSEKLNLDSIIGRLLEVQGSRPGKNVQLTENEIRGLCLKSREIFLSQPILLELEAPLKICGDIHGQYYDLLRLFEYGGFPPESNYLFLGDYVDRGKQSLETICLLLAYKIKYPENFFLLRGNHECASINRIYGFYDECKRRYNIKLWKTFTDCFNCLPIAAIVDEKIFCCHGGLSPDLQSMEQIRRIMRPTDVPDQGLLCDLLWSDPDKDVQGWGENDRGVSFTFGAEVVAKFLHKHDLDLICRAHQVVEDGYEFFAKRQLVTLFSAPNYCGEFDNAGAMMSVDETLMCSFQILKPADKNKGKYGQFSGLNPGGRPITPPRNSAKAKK
ZTA counter = ZTA (EBV) inhibition in EBNA-1 counter-screen. P03206. ZTA-DNA binding, fluorescence polarization. inhibition, % at 11 µM. 320,000 compounds, 0.15% hits. AID 2234; in the data active means inhibition above about 33%
Target sequence (P03206 whole entry, looked up): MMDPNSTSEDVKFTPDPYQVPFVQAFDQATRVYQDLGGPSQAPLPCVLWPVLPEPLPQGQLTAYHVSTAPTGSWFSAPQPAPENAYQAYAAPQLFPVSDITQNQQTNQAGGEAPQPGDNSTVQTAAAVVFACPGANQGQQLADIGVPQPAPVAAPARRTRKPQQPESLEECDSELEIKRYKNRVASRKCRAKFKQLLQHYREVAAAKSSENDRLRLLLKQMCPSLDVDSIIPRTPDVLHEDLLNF
Starred values were filed as active, the others as inactive; nt = not tested or not shown. The list is partial; the hit share may differ from the screen's.

molecule,Efflux pump mplx,EBNA-1 inhibitor,PP5 inh,core dimer inh,CTSL1 counter,PREPL inh,TPT1 inhibitor,PP1 inh,ZTA counter
Cn1cc(SCC(=O)Nc2ccc3c(c2)OCO3)c2ccccc21,-0.1,-3,2.8,-7,1,-5,-2,0,9
CC(C)CC(=O)NC(=S)NCc1ccccc1,0.1,-7,-3.1,1,-1,-1,23,-5,19
Cc1ccccc1-c1nnc(CS(=O)(=O)c2ccccc2)o1,-0.2,-10,1.5,-7,-1,-7,2,-6,-13
CC1C(=O)N2CCCc3cc(S(=O)(=O)N4CCN(c5ccc(F)cc5)CC4)cc1c32 (centres undefined),0.1,0,-1.9,2,5,1,1,-2,9
CC(=O)Nc1ccc(S(=O)(=O)N(C)CC(=O)OCC(=O)N2CCCCC2)cc1,-0.2,6,-0.4,-1,-1,-4,3,-2,8
Cc1oc(/C=N/NC(=O)CN(c2ccccc2Br)S(C)(=O)=O)cc1Br,0.0,10,1.4,6,-1,-16,-7,1,-5
CCCCNC(=S)N(C)/N=C/c1ccc(OCC(=O)Nc2c(C)cc(C)cc2C)c(OC)c1,0.1,1,5.7,7,5,-5,-1,7,-17
Cc1ccc(C(=O)NCC(=O)Nc2ccncc2)cc1C,0.3,-9,2.6,1,-1,-10,0,0,8
CCCN(CCC)CCCNC(=O)c1cc2c(=O)[nH]c3ccccc3c2s1,-0.2,-3,1.5,-12,-5,-37,2,2,-12
Cc1cccc(C)c1OCC(O)CN1CCCCC1 (centres undefined),0.0,3,-0.4,-1,-1,-5,0,-5,1
COc1ccc(CCNc2nc(=O)[nH]nc2C)cc1OC,-0.1,-2,4.9,-25,-2,2,1,1,11
COC(=O)/C=C1/S/C(=N/NC(=O)c2ccccc2)NC1=O,0.0,4,0.2,1,6,-4,-1,-1,10
O=C(NCc1cccs1)C(=O)NCC(c1ccco1)N1CCN(c2ccccc2F)CC1 (centres undefined),0.4,-2,-1.6,2,-5,-48,3,0,11
COc1cc(C2C(C#N)=C(N)N(N(C)C)C3=C2C(=O)CC(C)(C)C3)ccc1O (centres undefined),-0.1,-3,0.1,8,1,4,0,-3,-7
O=C(Nc1ccccc1C(=O)N1CCN(c2ccccc2)CC1)c1ccco1,-0.1,-7,2.3,-9,2,13,2,0,5
O=C(NC(=S)Nc1ccc2oc(=O)ccc2c1)c1ccco1,-0.3,0,-1.0,-4,0,12,-5,1,0
O=C(NCc1ccc(-c2nc3ccccc3s2)cc1)c1cc2ccccc2o1,0.1,28*,-1.5,-14,1,-1,-1,6,3
COc1ccc(Br)cc1CN(C)C(C)C(=O)Nc1cccc(C(C)=O)c1 (centres undefined),-0.1,-1,2.4,3,5,30,1,0,-11
CC(O)c1nc(C(C)O)n(CC(=O)c2ccccc2)n1 (centres undefined),-0.1,0,0.1,1,-2,1,-4,-1,11
Cc1ccc(Sc2nnc(Cc3ccccc3)c3ccccc23)cc1,0.2,-8,1.1,11,0,-3,0,2,-5

New compounds follow.
molecule,Efflux pump mplx,EBNA-1 inhibitor,PP5 inh,core dimer inh,CTSL1 counter,PREPL inh,TPT1 inhibitor,PP1 inh,ZTA counter
O=C(CSc1ncn[nH]1)N/N=C/c1ccc(F)cc1,0.1,6,2.9,-5,2,7,-4,-8,-21
CN(C)C(=O)c1ccc(NC(=O)c2ccccc2SCC(=O)N2CCCC2)cc1,0.1,nt,-0.4,nt,nt,-4,nt,-7,11
Cc1ccc(C(=O)N/C(=C/c2ccc(C(C)C)cc2)C(=O)NCCCN2CCOCC2)cc1,0.0,-1,-1.1,-2,2,10,2,-2,-1
C(=N\Nc1nc(Nc2ccccc2)nc(Nc2ccccc2)n1)/c1cccnc1,-0.1,-5,6.6,6,0,-6,-1,4,-8
COc1cnc(-c2ccccn2)nc1Sc1c(Cl)cccc1Cl,0.1,3,4.7,6,4,32,-2,50*,0
O=c1c2ccccc2n2cnnc2n1-c1ccccc1,0.0,7,-1.8,0,0,2,0,0,9
CCc1ccc(C(=O)c2cnc3ccc(OC)cc3c2N2CCN(CC)CC2)cc1,0.1,-3,4.0,3,-3,17,-1,2,-13
CCOC(=O)CNC(=O)COc1coc(CN2CCN(Cc3ccccc3)CC2)cc1=O,0.5,-1,-2.1,2,1,16,2,-9,13
COc1ccc(C2CC2C(C)=O)cc1 (centres undefined),0.1,-11,4.7,-3,-3,-7,3,-3,-7
O=C(COC(=O)c1cn(-c2ccccc2)nc1-c1ccccc1)Nc1ncc(Cl)cc1Cl,0.0,12,3.6,6,-2,-8,3,4,-2
COc1cc(OC)c(OC)cc1CNC(=O)CCN1C(=O)c2cccc([N+](=O)[O-])c2C1=O,0.1,-1,1.2,12,-3,-6,-2,0,4
COCCSc1nnc(NC(=O)CCS(=O)(=O)Cc2ccccc2)s1,-0.2,-3,2.4,-4,-6,8,-5,-1,-3
CN(C)CCOC(=O)Cc1ccc(Cl)cc1,-0.2,0,1.8,-3,-2,-1,0,1,-8
N#Cc1cn(CC(=O)O)c2ccccc12,0.5,-17,-2.3,1,-4,2,-3,-2,-1
CNS(=O)(=O)c1ccc2nc(NC(=O)/C=C/c3ccco3)sc2c1,0.3,-16,-0.5,0,-1,7,8,0,2
O=C(CN(C(=O)CCNC(=O)c1ccco1)c1ccccc1)NC1CCCC1,0.1,-4,3.8,-4,1,-4,1,1,-5
CCc1cccc(C)c1NC(=O)CCCSc1nc2ccccc2s1,0.0,-5,2.6,0,0,13,0,1,-1
Cc1cc([N+](=O)[O-])c(-c2ccc(/C=N/n3cnnc3)o2)cc1Cl,-0.2,-7,2.1,31,1,25,-7,2,-13
CC(C)[C@H](NC(=O)c1ccccc1)C(=O)OCC(=O)NCc1ccc(F)cc1,-0.2,14,-2.0,-2,-11,-2,1,-4,-12
COc1ccc(C(=O)Nc2cccc(S(=O)(=O)NC3=NCCCCC3)c2)cc1,0.2,nt,1.7,nt,nt,17,nt,3,16

Next part:
molecule,Efflux pump mplx,EBNA-1 inhibitor,PP5 inh,core dimer inh,CTSL1 counter,PREPL inh,TPT1 inhibitor,PP1 inh,ZTA counter
CCC(=NC(C)c1ccccc1)c1c(O)n(C)c(=O)n(C)c1=O (centres undefined),0.1,2,-0.7,-7,4,14,-3,-1,-3
CCCCC(CC)CNC(=O)C(=O)c1ccccc1NC(C)=O (centres undefined),0.0,6,0.6,-2,3,3,2,-1,6
COc1ccc(-n2c(=O)c3c4c(sc3n(CC(=O)NCC3CCCO3)c2=O)CCCC4)c(OC)c1 (centres undefined),0.1,-21,-0.9,9,2,4,-3,1,5
CCCCNC(=O)CSc1nc2ccsc2c(=O)n1C1CCN(C(=O)OCC)CC1,0.2,-8,0.7,0,-1,0,0,-3,-1
CCOCC(=O)Nc1c(C(=O)Nc2ccc3c(c2)OCCO3)oc2ccccc12,0.1,4,3.0,5,1,11,3,0,3
COc1cnc(SCc2ccc(Cl)c(Cl)c2)nc1Cl,-0.1,2,-0.8,-4,4,18,1,0,2
Oc1ccc(-c2n[nH]c(=S)n2Cc2ccco2)cc1,0.0,-2,0.6,-11,1,12,-4,-3,-1
O=S(=O)(/C=C/c1ccccc1)N1CCN(Cc2ccc3c(c2)OCO3)CC1,0.5,-3,-5.4,0,-1,-6,2,-5,-13
c1ccc(-c2nc3nc4ccccc4nc3n2CC2CCCO2)cc1 (centres undefined),0.0,3,1.0,2,-1,0,3,-5,-9
Cc1cc(C)n2c(SCC(=O)N(C)C3CCS(=O)(=O)C3)nnc2n1 (centres undefined),0.6*,2,2.2,26,-3,8,-2,1,-19
Cc1c(NC(=O)c2ccc(C(C)(C)C)cc2)cccc1[N+](=O)[O-],-0.2,2,3.5,2,2,1,-1,2,-14
CCOC(=O)c1nnn(-c2nonc2N)c1CN1CCc2ccccc2C1,0.0,6,2.5,2,0,-13,-2,-3,0
CCc1cccc(C)c1NC(=O)c1ccc(CN2CCc3ccccc3C2)cc1,22*,-4,4.3,2,-1,-9,-2,-3,-18
Cc1ccc(SCC(=O)OCC(=O)NCCC2=CCCCC2)cc1,0.0,5,1.5,-4,-4,1,-2,-2,-7
O=C(NNC(=O)c1ccc(Cl)cc1Cl)Nc1ccccc1,-0.9,2,1.2,-1,-2,5,1,-4,-7
N#Cc1cccc(NC(=O)C2SC(=Nc3ccccc3)C(C(=O)N3CCOCC3)=C2N)c1 (centres undefined),-0.1,-13,0.9,-14,1,19,-2,-2,-13
O=C(N/N=C/c1ccccn1)c1cc(C2CC2)[nH]n1,-0.2,4,-0.9,-2,0,-1,-5,-5,3
CO/N=C(\c1nonc1N)N1CCN(c2ccc(Cl)cc2[N+](=O)[O-])CC1,0.0,-8,4.8,3,1,13,0,6,-7
CC(Sc1nnc(-c2ccccc2F)n1C1CC1)C(=O)NC(N)=O (centres undefined),0.1,-12,3.4,0,-10,10,6,2,3
CC(C)c1nnc(NC(=O)c2cccc(NC(=O)C(F)(F)F)c2)s1,-0.1,-1,1.5,-2,4,12,-1,0,-12

Nothing new here: entries from further up.
molecule,Efflux pump mplx,EBNA-1 inhibitor,PP5 inh,core dimer inh,CTSL1 counter,PREPL inh,TPT1 inhibitor,PP1 inh,ZTA counter
CCC(=NC(C)c1ccccc1)c1c(O)n(C)c(=O)n(C)c1=O (centres undefined),0.1,2,-0.7,-7,4,14,-3,-1,-3
CCCCC(CC)CNC(=O)C(=O)c1ccccc1NC(C)=O (centres undefined),0.0,6,0.6,-2,3,3,2,-1,6
COc1ccc(-n2c(=O)c3c4c(sc3n(CC(=O)NCC3CCCO3)c2=O)CCCC4)c(OC)c1 (centres undefined),0.1,-21,-0.9,9,2,4,-3,1,5
CCCCNC(=O)CSc1nc2ccsc2c(=O)n1C1CCN(C(=O)OCC)CC1,0.2,-8,0.7,0,-1,0,0,-3,-1

(more compounds)
molecule,Efflux pump mplx,EBNA-1 inhibitor,PP5 inh,core dimer inh,CTSL1 counter,PREPL inh,TPT1 inhibitor,PP1 inh,ZTA counter
Cc1ccc(S(=O)(=O)NCC(=O)N(CC(=O)NC2CCCCC2)CC2CCCO2)cc1 (centres undefined),0.0,-3,3.6,1,-9,0,0,-3,-7
CCCOc1ccc(/C=N/Nc2cccc([N+](=O)[O-])c2)c(O)c1,-0.3,-2,2.8,-8,4,11,-4,3,-3
Cc1cc(C)c(C(=O)N2CCCC(CNS(=O)(=O)N(C)C)C2)o1 (centres undefined),0.0,3,-2.7,-3,0,0,2,-3,2
O=C(O)c1ccccc1OC(C(=O)Nc1cc(Cl)cc(Cl)c1)c1ccccc1 (centres undefined),0.2,2,2.1,7,-3,-6,-2,-4,-13
CCN(C(=O)CN1C(=O)S/C(=C\c2ccc(F)cc2)C1=O)C1CCS(=O)(=O)C1 (centres undefined),0.8,-13,1.6,-10,1,23,-2,0,-19
COC(=O)C1=C(C)N(C)C(=S)NC1c1ccccc1 (centres undefined),0.0,6,-0.8,3,1,-2,-2,-1,1
COc1ccc2[nH]c(C(=O)Nc3cccc(C)n3)cc2c1,-0.1,0,-2.2,6,4,20,5,2,-6
O=C(CCC1N=C2c3ccccc3N=C(SCc3cccc(Cl)c3)N2C1=O)NCc1ccco1 (centres undefined),0.1,-11,3.3,19,3,28,-2,1,4
Cc1ccc(C(=O)NCC(=O)OCc2csc(-c3ccccc3)n2)cc1,6.8*,-3,1.0,0,-12,-16,4,-2,11
